Eya2 inh = qHTS Assay for Inhibitors of the Phosphatase Activity of Eya2; 330,000 compounds, 0.006% hits; recombinant Eya2, OMFP fluorescence dephosphorylation (OMFP is methylfluorescein phosphate); Potency, µM (highest dose often 76.9 µM), inactives show at the highest dose activity, negative = inhibition, actives largely listed as inhibitors; also: potency is read from the fitted curve at half-maximal effect; % is scaled to controls: 0 for no effect and ±100 for the full control effect
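Eya2 protein (added as 0.2 uM solution) was preincubated with compound for 10 min at ambient temperature in 50 mM HEPES pH 7.5, 50 mM NaCl, 5 uM MgCl2, 0.05% BSA, 1 mM DTT. OMFP (added at 50 uM) then reacted 10 min; fluorescence read at 485/525 nm.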
KCNH2 WT inh = qHTS for Inhibitors of KCHN2 3.1: Wildtype qHTS | Voltage-gated inwardly rectifying potassium channel KCNH2 (Homo sapiens), Q12809 | U2OS, BacMam KCNH2, thallium flux FluxOr; hits give low values | activity change, % at 1.84 µM | 340,000 compounds, 0.37% hits | AID 720551, 2013;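 active = maximum activity change below -70%; inconclusive = maximum activity change between -70% and -50%; inactive = maximum activity change above -50%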; also: % is scaled to controls: 0 for no effect and ±100 for the full control effect
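U2OS cells were transduced with wild-type KCNH2 virus (2.03 x 10^8 / mL) for 4 h at room temperature, then cultured overnight at 37 C. Thallium flux was read with FluxOr dye. Rate constants were normalized to DMSO controls.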
Chronic BCR inh = qHTS Assay to Find Inhibitors of Chronic Active B-Cell Receptor Signaling; AID 493014, 2011; ABC-DLBCL IkBa-CBG/CBR reporter, luminescence ratio, 4 h; Potency, µM (top dose mostly 46.1 µM), inactives show at the top dose ratio change, negative = lower green/red ratio, most hits filed as inhibitors; 340,000 compounds, 0.05% hits; active = well fitted inhibition curve with a large enough effect in the signal ratio, with a control signal flat, not every such curve was filed as active; inconclusive = small, poorly fitted or top-dose-only effect, or effect the other way, or a change in a side signal; the % refers to the signal ratio;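 also: potency is read from the fitted curve at half-maximal effect; plate controls were basal doxycycline-induced cells for no effect and cells given 10 µM MG132 for full effect; MG132 reads +100%, hits lower the ratio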
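Concentration-response series (up to 46 uM) were applied to TMD8 dual-reporter cells for 4 h at 37C with doxycycline. Green/red ratio, after filter-overlap correction, defined %Activity; red signal alone was normalised to basal cells and zero luminescence.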
ASM inhibitor = Inhibitors of Secretory Acid Sphingomyelinase (S-ASM): qHTS; placental ASM, HMU-PC fluorogenic substrate, 60 min; 340,000 compounds, 0.006% hits; Potency, µM (titrated, usually from 57.5 µM), for the others: top-dose activity change, negative = inhibition, hits mostly inhibitors; Sphingomyelin phosphodiesterase (Homo sapiens), P17405; also: potency is read from the fitted curve at half-maximal effect
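Steps: dispense placental human ASM, pin compound, wait 10 min at room temperature, add HMU-PC0 substrate at 9 uM final, incubate 60 min at 37 °C, add stop solution raising pH to 10, read fluorescence.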
TSHR antag = Antagonists of the Thyroid Stimulating Hormone Receptor: HTS campaign; 330,000 compounds, 0.2% hits; activity change, negative = inhibition, % at 11.5 µM; Thyrotropin receptor (Homo sapiens), P16473; TSHR-expressing cells, TSH-stimulated cAMP HTRF, 2 h; hits give low values;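 active = activity change below a set negative limit, meaning inhibition stronger than a set level, cut at about -70% in these data; inconclusive = activity change between two set negative limits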; also: % is scaled to controls: 0 for no effect and ±100 for the full control effect
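Freshly harvested TSHR cells receive pin-tooled compound, then EC80 TSH at 4nM final. After 2 hours at 37 deg C, antibody in lysis buffer and cAMP-d2 are added; 30 minutes at ambient temperature precede the HTRF read.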
PKM2 act = qHTS Assay for Activators of Human Muscle isoform 2 Pyruvate Kinase | AID 1631, 2009 | Pyruvate kinase PKM (Homo sapiens), P14618 | 260,000 compounds, 0.34% hits | Potency, µM (top dose mostly 57.5 µM), without a hit: at the highest dose activation, most hits filed as activators | purified PKM2, Kinase-Glo ATP luminescence, activation; response scale: 0% is enzyme alone, no compound; also: potency is read from the fitted curve at half-maximal effect; % is scaled to controls: 0 for no effect and ±100 for the full control effect; nearly all actives have a fitted effect of over 55% in size
Target sequence (P14618 whole entry, looked up, canonical isoform): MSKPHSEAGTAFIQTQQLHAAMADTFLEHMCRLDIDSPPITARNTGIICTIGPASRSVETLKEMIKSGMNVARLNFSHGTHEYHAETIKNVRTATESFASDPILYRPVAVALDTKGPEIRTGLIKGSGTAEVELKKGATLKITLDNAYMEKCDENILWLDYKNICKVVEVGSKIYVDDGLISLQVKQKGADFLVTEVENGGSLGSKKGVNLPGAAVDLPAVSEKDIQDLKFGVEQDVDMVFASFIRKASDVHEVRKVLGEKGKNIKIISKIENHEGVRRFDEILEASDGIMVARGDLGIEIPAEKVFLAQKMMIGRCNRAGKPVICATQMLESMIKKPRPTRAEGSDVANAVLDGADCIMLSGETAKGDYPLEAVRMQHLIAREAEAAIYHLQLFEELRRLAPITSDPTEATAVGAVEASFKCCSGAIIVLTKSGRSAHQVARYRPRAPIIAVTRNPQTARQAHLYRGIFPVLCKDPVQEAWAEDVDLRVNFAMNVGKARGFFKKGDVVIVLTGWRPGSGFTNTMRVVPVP
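hPK-M2, >95% pure; 0.1 mM ADP / 0.5 mM PEP final; imidazole pH7.2 buffer w/ 7 mM MgCl2, 50 mM KCl; 1 h RT; Kinase-Glo lum. Intermediate enzyme activity for dual inhibitor/activator qHTS.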
Mito fusion yeast = qHTS Assay for Small Molecule Inhibitors of Mitochondrial Division or Activators of Mitochondrial Fusion | S. cerevisiae fusion-defective mutant growth rescue, CellTiterGlo 48 h | Potency, µM (series often up to 46.1 µM), for the others: top-dose growth rescue (activation), hits mostly activators | 320,000 compounds, 0.23% hits | AID 485298, 2010;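 also: potency is read from the fitted curve at half-maximal effect; % of control where 0% means no effect; nearly all actives have a fitted effect of over 45% in size; temperature-sensitive fusion mutants such as fzo1-1 at 37 °C on non-fermentable ethanol glycerol medium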
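Compounds are tested for their ability to restore growth of mitochondrial fusion-defective yeast strains at non-permissive 37C in YPEG medium over 48 hours. Viability is quantified by luciferase luminescence.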
Menin MLL FP TR = qHTS Assay for Inhibitors Targeting the Menin-MLL Interaction in MLL Related Leukemias: Competition With Texas Red Labeled MLL-derived Mutant Peptide; Menin + Texas Red MLL mutant peptide, fluorescence polarization; 270,000 compounds, 0.23% hits; Potency, µM (doses to about 61.6 µM), for the others: at the highest dose FP activity change, negative = inhibition, most hits filed as inhibitors; O00255; AID 1768, 2009; active = well fitted inhibition curve with a large enough effect in the polarisation, with a control signal flat, not every such curve was filed as active; inconclusive = small, poorly fitted or top-dose-only effect, or effect the other way, or a change in a side signal; inactive = no such curve, though single readings can be large or run the other way; the % refers to the polarisation; also: potency is read from the fitted curve at half-maximal effect; % of control where 0% means no effect; many of its hits are not listed in these tables
USP2a inh = qHTS Assay for Inhibitors of Ubiquitin-specific Protease USP2a Using CHOP2 as the Reporter. USP2 core, Ub-CHOP2 coupled fluorogenic reporter, 485/531. 330,000 compounds, 0.01% hits. AID 463254, 2010. Potency, µM (series often up to 38.3 µM), for the others: top-dose activity change, negative = inhibition, hits mostly inhibitors. Ubiquitin carboxyl-terminal hydrolase 2 (Homo sapiens), O75604;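 also: potency is read from the fitted curve at half-maximal effect; plate controls were DMSO wells for no effect and full inhibition by NEM control for full effect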
Target sequence (O75604 whole entry, looked up): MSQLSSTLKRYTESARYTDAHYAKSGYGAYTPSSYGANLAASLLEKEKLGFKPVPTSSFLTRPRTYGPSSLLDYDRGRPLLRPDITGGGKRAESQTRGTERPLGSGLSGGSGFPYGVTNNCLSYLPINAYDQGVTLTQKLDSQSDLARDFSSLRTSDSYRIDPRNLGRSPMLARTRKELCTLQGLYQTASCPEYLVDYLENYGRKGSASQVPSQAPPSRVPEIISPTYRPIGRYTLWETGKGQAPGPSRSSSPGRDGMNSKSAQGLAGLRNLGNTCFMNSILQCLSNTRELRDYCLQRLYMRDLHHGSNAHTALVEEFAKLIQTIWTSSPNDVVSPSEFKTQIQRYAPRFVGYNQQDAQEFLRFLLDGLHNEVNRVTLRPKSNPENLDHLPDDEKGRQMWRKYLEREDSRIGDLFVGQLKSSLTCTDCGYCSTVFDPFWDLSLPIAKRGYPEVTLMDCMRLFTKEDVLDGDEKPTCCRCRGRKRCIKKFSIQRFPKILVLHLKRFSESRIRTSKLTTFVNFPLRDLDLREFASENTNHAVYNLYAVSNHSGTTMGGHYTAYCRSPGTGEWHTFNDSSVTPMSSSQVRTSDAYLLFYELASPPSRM
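Deubiquitinase activity read as fluorescence (485/531 nm) after Ub-CHOP2 cleavage activates the enterokinase reporter on its substrate; USP2 core 10nM, Ub-CHOP2 and substrate 25nM each, 30min compound preincubation then 60min RT; data normalized to NEM, curves fitted.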
MBNL1-CUG inh = qHTS Assay for Inhibitors of MBNL1-poly(CUG) RNA binding | Muscleblind-like protein 1 (Homo sapiens), Q9NR56 | TR-FRET MBNL1-His/biotin-(CUG)12 binding, 665/545 ratio | Potency, µM (series often up to 57.5 µM), for inactives: at the top dose activity change, negative = inhibition, most hits filed as inhibitors | 280,000 compounds, 0.036% hits; active = well fitted inhibition curve with a large enough effect in the signal ratio, with a control signal flat, not every such curve was filed as active; inconclusive = small, poorly fitted or top-dose-only effect, or effect the other way, or a change in a side signal; inactive = no such curve, though single readings can be large or run the other way; the % refers to the signal ratio; also: potency is read from the fitted curve at half-maximal effect; % is scaled to controls: 0 for no effect and ±100 for the full control effect
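Inhibition of protein-RNA binding appears as loss of TR-FRET between terbium anti-His antibody on MBNL1-His and streptavidin-XL665 on biotin-(CUG)12. Activity is normalized to buffer-only and uninhibited-complex controls.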
GALK inhibitor = qHTS Assay for Inhibitors of Human Galactokinase (GALK); Purified GALK, Kinase-Glo residual ATP luminescence; Potency, µM (top dose mostly 57.5 µM), for inactives: top-dose activity change, negative = inhibition, actives largely listed as inhibitors; 270,000 compounds, 0.007% hits; AID 1868, 2009; also: potency is read from the fitted curve at half-maximal effect; % is scaled to controls: 0 for no effect and ±100 for the full control effect
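5 nM enzyme, 35 uM ATP, 100 uM galactose, 20 mM HEPES pH8.0, 5 mM MgCl2; 1 h RT; residual ATP by Kinase-Glo Plus luminescence, qHTS format.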
Active calls of the source: *; ? = inconclusive; / = no result given; [ ] = another dose, or the depositor's remark. Unless noted, calls follow the shape of the dose curve; as a rule, active = well fitted curve in the direction sought with a large enough effect; inconclusive = small, poorly fitted or top-dose-only effect, or another doubt; inactive = no such curve, though single readings can be large; an effect the other way counts as inactive or inconclusive. The list is partial; the hit share may differ from the screen's.

SMILES	Eya2 inh	KCNH2 WT inh	Chronic BCR inh	ASM inhibitor	TSHR antag	PKM2 act	Mito fusion yeast	Menin MLL FP TR	USP2a inh	MBNL1-CUG inh	GALK inhibitor
O=C(CCc1c[nH]c2ccccc12)OCc1cccc([N+](=O)[O-])c1	-9%	-6	-1%	-4%	6	3%	-13%	?	-7%	?	0%
O=C(OC1CCOC1=O)c1cc(S(=O)(=O)N2CCOCC2)c(Cl)cc1Cl (stereo not drawn)	1%	-14	3%	-1%	-17	/	-4%	/	0%	/	/
COc1cccc(C2c3[nH]c4ccccc4c3C[C@H]3C(=O)N(c4ccccc4C(=O)N4CCC(C(=O)O)CC4)C(=O)N23)c1 (stereo partly drawn)	-4%	-1	?	3%	-3	0%	-3%	7%	0%	-7%	/
Cc1nnc(N2CCOCC2)c2nn(-c3cccc(Cl)c3)c(C)c12	2%	11	-5%	10%	3	-8%	-3%	-7%	13%	-4%	0%
COC(=O)c1c(-c2ccc(C(C)(C)C)cc2)csc1NC(=O)C1C2CCC(O2)C1C(=O)O (stereo not drawn)	0%	-3	1%	-2%	-9	-20%	2%	11%	-3%	-16%	3%
COc1ccccc1NC(=O)c1ccc(S(=O)(=O)N2CCC(C)CC2)cc1	-8%	13	4%	-5%	8	2%	-1%	24%	0%	1%	8%
COc1ccc(C(=O)COC(=O)Cn2nnc3ccccc32)cc1Br	-7%	1	4%	-13%	-3	-1%	3%	10%	-1%	2%	-5%
Cn1c(-c2csc(-c3ccccc3)n2)n[nH]c1=S	-3%	/	?	-1%	9	-4%	-4%	?	1%	47%[activator]	2%
COC(=O)Nc1nnc(CC(=O)Nc2ccccc2C)s1	-15%	-2	?	4%	0	-1%	-1%	8%	-3%	-2%	-1%
CC(=O)Oc1ccccc1/C=C/c1nc2ccccc2c(=O)o1	2%	0	?	3%	-9	/	2%	31%[activator]	1%	11%	-2%
CSc1ccc(CN(C)C(=O)C(c2ccccc2)c2ccccc2)cc1	-14%	6	-15%	-11%	-1	/	10%	?	-7%	4%	0%
O=C(OCC(=O)C12CC3CC(CC(C3)C1)C2)c1cccnc1Cl	-1%	-30	1%	-3%	-13	3%	11%	14%	2%	/	-3%
Cc1cc(Cl)ccc1OCCCC(=O)Nc1ccc(S(=O)(=O)Nc2ncccn2)cc1	10%	3	-8%	-5%	-5	1%	-2%	?	2%	-1%	-3%
O=C(O)Cc1ccc(C(=O)c2cccs2)s1	24%	1	?	7%	4	-6%	5%	?	-1%	?	7%
O=C(O)c1cccc(N/N=C/c2cccc3ccccc23)c1	17%	1	?	6%	-4	3%	6%	?	1%	15%	-1%
Cc1ccc(NC(=O)CSc2nnc(C)c(=O)n2N)cc1Cl	-1%	1	0%	0%	2	?	7%	/	1%	5%	-8%
CC1Oc2ccccc2N(CC(=O)NC2CC2)C1=O (stereo not drawn)	2%	-4	-4%	2%	11	-4%	-2%	2%	2%	6%	0%
O=C(Oc1cc2oc(=O)cc(-c3ccccc3)c2cc1Cl)C1CCCCC1	-1%	-13	23%	39%[activator]	19	4%	-2%	-2%	2%	16%	-5%
CC(C)c1nnc(SCC(=O)NCc2ccco2)n1C	5%	-15	3%	5%	-4	25%	3%	9%	1%	3%	0%
N=c1c(S(=O)(=O)c2ccccc2)cc2c(=O)n3ccccc3nc2n1Cc1ccco1	14%[15.4 µM]	14	?	398%[activator]	-14	2%	4%	?	-15%	?	0%
COc1ccc(C(=O)N/N=C/c2cc3ccccc3[nH]c2=O)cc1	4%	4	-1%	246%[activator]	-5	-1%	0%	-29%	4%	26%	-1%
Cc1cc(NC(=O)CC2Oc3ccccc3NC2=O)ccc1Br (stereo not drawn)	-6%	-9	?	2%	-7	/	22%	?	-2%	-19%	2%
C=CCn1c(CSCc2ccccc2)nnc1SCC(=O)NCc1ccccc1	6%	6	?	5%	12	-5%	-1%	/	0%	2%	0%
C=CCNC(=S)N/N=C/c1cn(C)c2ccccc12	-7%	3	18µM*	-11%	18	-2%	-5%	/	-6%	-6%	4%
C/C(CC(=O)NCc1ccco1)=N\NC(=O)COc1ccc(C)cc1	12%	-5	-4%	2%	-1	22%	-1%	-2%	0%	-10%	1%
CCOC(=O)C1C(CC)NC(=S)NC1(C)O (stereo not drawn)	-4%	-15	-1%	4%	9	-1%	-8%	-3%	4%	-2%	-2%
CCc1ccccc1NC(=O)CN1CCN(C(=O)CN2C(=O)NC3(CCCC3)C2=O)CC1	-2%	0	0%	7%	24	/	-4%	/	-1%	/	/
Cc1cccnc1NC(=O)Cn1nc(-c2ccccc2)oc1=S	5%	-3	?	6%	31	-17%	1%	-5%	-1%	?	2%
Cc1ccc(CNC(=O)C(CCC(N)=O)NC(=O)OCc2ccccc2)cc1 (stereo not drawn)	-2%	-6	-5%	2%	9	-2%	-2%	6%	0%	-16%	0%
COc1ccccc1N1CCN(c2cc(=O)n(Cc3ccc(F)cc3)c(=O)[nH]2)CC1	-2%	6	1%	2%	5	0%	-1%	-5%	1%	-5%	-1%
CC(=O)NC12CC3CC(C1)CC(C(=O)OCC(=O)c1ccc4c(c1)OCCO4)(C3)C2	1%[15.4 µM]	-4	-1%	-2%	-42	1%	1%	-13%	-4%	16%	3%
CCCCN(C(=O)CNC(=O)c1cccs1)C(C(=O)NC1CCCCC1)c1cccnc1 (stereo not drawn)	2%	-16	5%	2%	-6	-9%	-2%	1%	3%	-4%	-3%
O=C(C(c1ccccc1)c1ccccc1)N1CCN(Cc2ccccn2)CC1	-16%	1	2%	4%	0	-1%	1%	-14%	2%	4%	3%
O=C(NCCOC(=O)c1ccc(S(=O)(=O)N2CCOCC2)cc1)c1cccnc1	2%	-12	0%	2%	14	10%	-4%	2%	0%	-3%	-2%
CCCN(CC(=O)Nc1ccccc1C)C(=O)c1cc(C)oc1C	1%	-3	-1%	3%	-3	/	-1%	/	-4%	/	/
Cc1[nH]n(-c2ccccc2)c(=O)c1/C=N/N1C(=O)c2cccc3cccc(c23)C1=O	6%	1	?	-10%	-6	-4%	-4%	?	9%	?	-1%
O=C(Nc1ccccc1[N+](=O)[O-])C1C(c2ccccc2)=C1c1ccccc1	10%	3	3%	-6%	3	2%	0%	9%	2%	-9%	-4%
COc1ccc(/C=C/c2nc(C#N)c(NCCN(C)C)o2)cc1OC	-2%	-7	-1%	/	-22	-2%	-2%	-1%	1%	?	-1%
CCOC(=O)C1CCCN(c2nc3ccccc3nc2NS(=O)(=O)c2ccc(C)cc2)C1 (stereo not drawn)	5%	3	7%	58%[activator]	6	/	27%	/	1%	/	/
CNC(=O)c1sc(-c2cccnc2)nc1C	-3%	2	?	0%	-13	-7%	-1%	-19%	2%	29%	-5%
CCOC(=O)Cc1csc(NC(=O)CCS(=O)(=O)Cc2ccccc2)n1	-3%	-13	?	0%	15	0%	-3%	26%	0%	5%	-3%
Cc1cc(-c2nn(-c3ccccc3)cc2/C=C2\SC(N)=NC2=O)ccc1OC(C)C	-22%	0	-4%	29%	3	-6%	1%	-15%	5%	9%	1%
